IP6K1 inhibitor: IP6K1 kinase inhibition. Q92551. IP6K1 kinase, ADP-Glo luminescence, 2 h; hits give low values. activity change, % (series mostly up to about 58 µM). 0.81% of 140,000 active. AID 1645851; in the data active = activity change below about -25%
Target sequence (Q92551 whole entry, looked up): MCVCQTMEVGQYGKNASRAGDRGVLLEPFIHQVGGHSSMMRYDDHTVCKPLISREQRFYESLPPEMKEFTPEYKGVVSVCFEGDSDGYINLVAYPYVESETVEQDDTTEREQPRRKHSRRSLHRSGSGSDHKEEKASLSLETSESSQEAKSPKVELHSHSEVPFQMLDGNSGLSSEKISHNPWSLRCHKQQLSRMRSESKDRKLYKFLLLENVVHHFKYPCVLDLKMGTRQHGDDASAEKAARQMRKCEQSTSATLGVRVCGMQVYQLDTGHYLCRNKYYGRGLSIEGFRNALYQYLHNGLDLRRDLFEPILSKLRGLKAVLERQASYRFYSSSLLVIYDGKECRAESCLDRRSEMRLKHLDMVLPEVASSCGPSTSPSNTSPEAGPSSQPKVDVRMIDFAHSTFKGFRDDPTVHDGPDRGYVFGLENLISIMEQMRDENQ
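ADP-Glo luminescence measures ADP made by human IP6K1 during a 2 h RT reaction with ATP/IP6 (mix at 1.3 mM/130 uM); top library doses 57.5 and 19.1 uM final.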
GPT2 inhibitor: blocks human glutamate pyruvate transaminase 2; Recombinant GPT2, coupled pyruvate oxidase/HRP Amplex Red fluorescence; Potency, µM (titrated, usually from 57.7 µM), for the others: at the highest dose activity change, negative = inhibition, usual class: inhibitors; 0.25% of 100,000 active; note: potency is the fitted concentration of half-maximal effect; nearly all actives have a fitted effect of over 60% in size; many of its hits are not listed in these tables
Target sequence (Q8TD30 whole entry, looked up): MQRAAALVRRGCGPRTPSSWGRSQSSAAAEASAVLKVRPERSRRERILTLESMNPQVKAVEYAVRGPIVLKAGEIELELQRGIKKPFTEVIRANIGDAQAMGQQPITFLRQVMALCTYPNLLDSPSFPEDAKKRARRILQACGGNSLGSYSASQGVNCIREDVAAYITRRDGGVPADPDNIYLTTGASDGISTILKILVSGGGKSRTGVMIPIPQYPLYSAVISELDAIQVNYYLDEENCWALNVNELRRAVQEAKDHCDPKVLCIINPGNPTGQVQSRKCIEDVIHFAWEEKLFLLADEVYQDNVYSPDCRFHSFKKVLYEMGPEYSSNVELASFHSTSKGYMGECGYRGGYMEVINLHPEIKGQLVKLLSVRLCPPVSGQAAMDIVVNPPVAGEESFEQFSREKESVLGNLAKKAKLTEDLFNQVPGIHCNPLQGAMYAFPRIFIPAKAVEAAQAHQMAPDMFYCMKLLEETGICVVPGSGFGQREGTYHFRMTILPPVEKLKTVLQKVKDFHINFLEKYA
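Fluorescence read-out: pyruvate from GPT2 turnover coupled to pyruvate oxidase, HRP and Amplex Red (0.2mM ThPP, 0.2U/mL PO and HRP, 50uM Amplex final). Substrates 250uM a-KG, 2mM L-alanine; enzyme 10ng/uL; 30 min RT.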
SNCA expr inhib: SNCA gene expression inhibition. Potency, µM (top dose mostly 57.2 µM), for inactives: at the highest dose activity change, negative = inhibition, usual class: inhibitors. 0.17% of 140,000 active. HEK-293 SNCA-luciferase knock-in, luminescence, 24 h. AID 1671194;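 note: potency is the fitted concentration of half-maximal effect; plate controls were DMSO cells for no effect and cell-free wells for full effect; nearly all actives have a fitted effect of over 45% in size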
NIH3T3 tox: kills NIH 3T3 cells; Potency, µM (highest dose often 96.7 µM), without a hit: at the highest dose activity change, negative = cytotoxicity, actives largely listed as inhibitors; AID 1345082; 4.3% of 94,000 active; NIH 3T3 viability, CellTiter-Glo ATP luminescence, 48-72 h; note: potency is the fitted concentration of half-maximal effect; nearly all actives have a fitted effect of over 55% in size
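ATP-dependent luminescence (CellTiter-Glo) served as the viability signal for NIH 3T3 cells treated with compound for 48 or 72 hr at 37 °C.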
HEK293 tox: HEK 293 cell cytotoxicity | HEK 293 viability, ATP luminescence (CellTiter-Glo), 48-72 h | Potency, µM (titrated, usually from 115 µM), inactives show at the top dose activity change, negative = cytotoxicity, most hits filed as inhibitors | 6.6% of 94,000 active; note: potency is the fitted concentration of half-maximal effect; nearly all actives have a fitted effect of over 60% in size
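Viability of HEK 293 cells, plated at 250 cells/well, was judged by cellular ATP after compound treatment for 48 or 72 hr. Luminescence was imaged 10 min after CellTiter-Glo addition at room temperature.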
HEK293 viab: cell viability loss counter-screen. HEK-293-SNCA-luc viability, GF-AFC fluorescence, 24 h. Potency, µM (top dose mostly 57.1 µM), inactives show at the top dose activity change, negative = cytotoxicity, most hits filed as cytotoxic. 0.12% of 150,000 active. AID 1671193;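 note: potency is the fitted concentration of half-maximal effect; 0% = DMSO-treated cells and -100% = medium-only wells without cells; nearly all actives have a fitted effect of over 30% in size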
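Cytotoxicity counterscreen: after 24 h compound treatment of genome-edited SNCA-luciferase HEK-293 cells, live-cell protease substrate GF-AFC read by fluorescence after 30 min; activity scaled between DMSO (0%) and medium-only (-100%), curves Hill-fitted.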
FLuc inh: blocks purified firefly luciferase enzyme activity. P08659. purified P. pyralis luciferase, luminescence, biochemical. Potency, µM (highest dose often 115 µM), inactives show at the top dose activity change, negative = inhibition, actives largely listed as inhibitors. 2.5% of 76,000 active. AID 1347043; note: potency is the fitted concentration of half-maximal effect; nearly all actives have a fitted effect of over 65% in size
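FLuc 10nM, D-luciferin 10uM, ATP 10uM, Mg acetate 10mM, Tris acetate pH 7.5, Tween/BSA; cpd qHTS; enzyme added last; CCD luminescence.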
Numbers without * were called inactive; i = inactive; ? = inconclusive; . = not tested or not shown; [ ] = remark or other dose. Unless noted, calls come from the whole dose curve; as a rule, active = well fitted curve in the direction sought with a large enough effect; inconclusive = small, poorly fitted or top-dose-only effect, or another doubt; inactive = no such curve, though single readings can be large; an effect the other way counts as inactive or inconclusive. Unless noted, % is set by controls: 0 for no effect and ±100 for the full control effect. A portion of the library. The share of hits here may be higher or lower than overall.

SMILES | IP6K1 inhibitor | GPT2 inhibitor | SNCA expr inhib | NIH3T3 tox | HEK293 tox | HEK293 viab | FLuc inh
Cc1nn(-c2ccc(C(F)(F)F)cc2)c(C)c1[C@@H]1C=C[C@@H](NC(=O)CC(C)(C)CC(=O)O)C1 | 6.4 | i | 15.9% | ? | -20.0% | 3.5% | -5.9%
Cc1cc(=O)n(CC(=O)Nc2cc(F)ccc2F)c(-c2ccc(F)cc2)n1 | -6.4 | -2.9% | 3.8% | -27.0% | -33.5% | -0.5% | 0.0%
CCCCN(CCCC)CCNC(=O)c1cn(CC)c2ccc(S(=O)(=O)N3CCc4ccccc4C3)cc2c1=O | -7.4 | . | -4.1% | . | . | -1.6% | .
CCOc1ccccc1NC(=O)Cc1csc(COc2cccc(C)c2)n1 | -10.0 | . | 14.2% | . | . | 6.0% | .
CCOc1ccccc1CN1CCC2(CCN(C(=O)c3ccccc3Cl)CC2)Oc2ccccc21 | -2.3 | ? | 6.5% | ? | ? | 1.0% | -1.7%
COC(=O)[C@@H]1Cc2ncn(Cc3ccc(OC)cc3)c2CN1C(=O)c1ccc(F)cc1 | 14.2 | i | 6.7%[87.6 µM] | -27.9%[174 µM] | -28.0%[172 µM] | -16.6%[87.6 µM] | 0.0%[172 µM]
O=C(CC1CCCN(c2cnn(CC3CC3)c(=O)c2)C1)NCCN1CCCCC1 (stereo unspecified) | 11.1 | i | ? | -10.7% | -10.6% | -4.0% | -8.3%
COc1ccc(C(=O)NC2CCCN(c3cc(-c4ccccc4)[nH]n3)C2)cc1F (stereo unspecified) | 13.8 | ? | -4.5% | 15.8µM* | ? | -18.6% | ?
CC(C)CCNC(=O)N1CCC2(CC1)CN(C(C)C)C2c1ccccc1 (stereo unspecified) | -9.6 | -11.8% | -21.5% | -8.1% | -16.0% | -12.9% | .
O=C(NCc1ccco1)N1CCc2nc3cc(-c4ccccc4Cl)[nH]n3c(=O)c2C1 | 0.0 | -12.1% | ? | ? | ? | -10.7% | 14.1µM*
CN1CCCN(S(=O)(=O)c2ccc(Cl)cc2)c2ccccc21 | -0.6 | -8.1% | -6.8% | ? | ? | 2.9% | 1.1%
COc1ccc(OCc2nc(C3CN(C(=O)Nc4cccc(F)c4)C3)no2)cc1 | 1.7 | 0.5% | 65.1%[activator] | ? | ? | -5.5% | ?
COc1ccc(C(=O)N[C@H]2CC[C@]3(C)CCC([C@H](C)C(=O)N4CCCC4)[C@H](O)[C@H]3[C@@H]2C)cc1 (stereo partly specified) | -3.5 | -18.7% | -15.5% | -26.9% | 1.6% | 0.4% | -7.1%
Cc1ccccc1N1CCN(C(=O)[C@@]23CCCC[C@H]2N(CCC(C)C)C(=O)CC3)CC1 | -5.6 | ? | -27.1% | ? | ? | -17.6% | 0.5%
COc1ccc(NC(=O)N2C[C@@H]3C[C@H](C2)c2ccc(NC(=O)c4ccccc4)c(=O)n2C3)cc1 | 10.1 | i | 25.7% | i | 4.8% | -24.5% | 3.7%

Single values from the results shown.
HEK293 tox with O=C(CC1CCCN(c2cnn(CC3CC3)c(=O)c2)C1)NCCN1CCCCC1 (stereo unspecified) stands at -10.6%
FLuc inh with CCOc1ccccc1CN1CCC2(CCN(C(=O)c3ccccc3Cl)CC2)Oc2ccccc21 stands at -1.7%
SNCA expr inhib with COC(=O)[C@@H]1Cc2ncn(Cc3ccc(OC)cc3)c2CN1C(=O)c1ccc(F)cc1 stands at 6.7%[87.6 µM]
SNCA expr inhib with CC(C)CCNC(=O)N1CCC2(CC1)CN(C(C)C)C2c1ccccc1 (stereo unspecified) stands at -21.5%

The listing picks up, starting 2 compounds before the break.
SMILES | IP6K1 inhibitor | GPT2 inhibitor | SNCA expr inhib | NIH3T3 tox | HEK293 tox | HEK293 viab | FLuc inh
Cc1ccccc1N1CCN(C(=O)[C@@]23CCCC[C@H]2N(CCC(C)C)C(=O)CC3)CC1 | -5.6 | ? | -27.1% | ? | ? | -17.6% | 0.5%
COc1ccc(NC(=O)N2C[C@@H]3C[C@H](C2)c2ccc(NC(=O)c4ccccc4)c(=O)n2C3)cc1 | 10.1 | i | 25.7% | i | 4.8% | -24.5% | 3.7%
COc1cc2c(c(OC)c1O)C(c1ccc(O)cc1)C1C(=O)OC3C(COC(=O)C1=C2)OC(CO)(OC1OC(COC(=O)/C=C/c2ccc(OC4OC(C)C(O)C(O)C4O)cc2)C(O)C(O)C1O)C3O (stereo unspecified) | -10.1 | i | . | . | . | 13.4%[12.5 µM] | .
Cc1ccccc1-n1nc(-c2c(-c3ccc(F)cc3)nn3c2NC[C@@H](CO)C3)ccc1=O | -18.1 | i | . | . | . | 4.8% | .
CN(C)C(=O)N1CCC2(CC1)CN(C(=O)c1ccnc(N)c1)Cc1ccccc1O2 | -2.4 | -13.6% | -12.0% | -16.0% | -19.4% | 2.4% | .
CCOC(=O)c1cc(-c2ccc(C)cc2)n(CCC(=O)Nc2cc(Cl)ccc2C)c1C | 4.1 | . | 86.5%[activator] | . | . | 6.6% | .
CC(C)n1cc(CN2C[C@@H](COCC(N)=O)[C@H](c3ccncc3)C2)cn1 | 6.9 | -1.3% | -2.4% | -13.0% | ? | -3.3% | 2.1%
COc1ccc(-c2cc3n(n2)CCCN(C(=O)c2cc(CN4CCOCC4)on2)C3)cc1 | 14.7 | i | 25.0% | -26.9% | -25.0% | -19.9% | .
COC(=O)c1cc2sccc2n1Cc1ccc(F)cc1Cl | -15.4 | . | 30.7%[activator] | . | . | 3.9% | .
CCS(=O)(=O)Nc1ccc(C2(C(=O)Nc3cccc(F)c3C)CCCCC2)cc1 | 12.8 | -48.1% | -17.6% | ? | 39.8µM* | 3.4% | -3.5%
Cc1noc([C@@H]2CN(C3CCSCC3)C[C@H]2CO)n1 | 5.9 | -1.7% | -29.7% | -1.0% | -7.3% | -0.5% | 5.4%
CN(Cc1ccccc1)C(=O)CCC1CCN(C(=O)CCN2CCCO2)CC1 | 0.7 | -10.2% | 0.6% | -12.4% | -16.9% | -1.3% | 7.3%
CCSc1ncc(Cl)c(C(=O)Nc2nc3ccc(OC)cc3s2)n1 | 5.1 | . | 43.0%[activator] | . | . | 13.2% | .
COc1cccc(CNC(=O)CC2C(=O)NCCN2CC(C)C)c1OC (stereo unspecified) | 21.1 | 0.4% | ? | i | -4.0% | -0.9% | -3.2%
COc1cccc(NC(=O)CSc2cc(=O)n(C)c3ccc(Cl)cc23)c1 | -2.9 | . | -6.1% | . | . | -27.8% | .
COc1ccccc1C(=O)N1CCCn2nc(C)c(-c3ccccc3C(C)C)c21 | 24.4 | -4.7%[88.5 µM] | -3.3%[87.6 µM] | ? | 89.1µM* | -9.2%[87.6 µM] | 2.0%[172 µM]
CCN1C(C(=O)c2ccccc2)=C(NC(=O)c2ccc(Cl)cc2)c2ccccc2S1(=O)=O | 8.5 | . | -1.9% | . | . | 12.9% | .
O=C(Cn1nc2c(cc1=O)CCCC2)Nc1cccc2[nH]ccc12 | 7.9 | -17.9% | 7.5% | i | 8.6% | 8.5% | -0.5%
O=C([C@H]1C[C@H](Oc2ccccc2)CN1C(=O)COc1ccccc1)N1CCOCC1 | 30.6 | i | -11.1% | 1.0% | 0.9% | 7.4% | 10.1%
CCCCOC(=O)c1ccc(NC2=NS(=O)(=O)c3ccccc32)cc1 | 3.8 | . | -12.5% | . | . | -6.3% | .
Cn1cccc1CN1CCC2(CC1)CN(Cc1ccccc1)CC2CO (stereo unspecified) | 5.8 | i | -14.4% | ? | ? | ? | 3.9%
Cc1ccc(OCC(=O)Nc2nc(-c3ccc(Br)cc3)ns2)cc1C | 33.1 | . | 37.8%[activator] | . | . | -10.5% | .
CCCCNC(=O)NS(=O)(=O)c1ccc(N)cc1 | 5.8 | i | -12.3%[25.6 µM] | . | . | -9.9%[23.9 µM] | .
CCCCn1c(=O)c(C(=O)N2CCN(C(=O)Cc3ccc(F)cc3)CC2)nc2cccnc21 | -4.3 | 0.4% | 10.2% | -13.1% | -7.4% | 5.6% | .
O=C(c1ccc2c(c1)OCO2)N1CCC2(CNc3ccccc3[S+](=O)([O-])N2)C1 (stereo unspecified) | 16.7 | i | 15.0% | -27.4% | -28.2% | -26.5% | 6.6%
Cc1nnc([C@H]2CCN(Cc3c[nH]c4ccccc34)C2)o1 | -1.8 | -2.0%[88.5 µM] | -4.8%[87.6 µM] | -5.5%[174 µM] | -5.9%[230 µM] | 2.2%[87.6 µM] | -2.3%[230 µM]
O=C(O)CCC(=O)N1Cc2[nH]cnc2C[C@H]1c1nc(-c2ccc3ccccc3c2)no1 | -5.2 | 0.9%[88.5 µM] | 13.1%[87.6 µM] | 0.4%[174 µM] | 2.7%[172 µM] | 3.5%[87.6 µM] | ?
O=C(NCCc1ccccc1)Nc1cccn2ncnc12 | 14.7 | 1.8% | 68.1%[activator] | -13.8% | -4.3% | 6.4% | ?
Cc1ccc(OCCC2CCN(C(=O)c3ccccc3F)C2)cc1 (stereo unspecified) | 10.3 | i | -12.8% | ? | ? | 4.5% | -13.3%
CCC1CN(C(=O)Nc2ccccc2F)c2cc(C)ccc2O1 (stereo unspecified) | -6.0 | . | 46.7%[activator] | . | . | 5.0% | .
C=C1/C(=C/C=C2\CCC[C@]3(C)[C@@H]([C@H](C)/C=C/C(=O)C4CC4)CC[C@@H]23)C[C@@H](O)C[C@@H]1O | -20.1 | -12.6% | . | . | . | 23.8µM* | .
Cc1ccsc1CN(C)Cc1c(C)n(C)n(-c2ccccc2)c1=O | 5.8 | -15.7% | 6.9% | -22.5% | 0.3% | 7.5% | -3.9%
CCCc1noc(-c2cccn3c(CNC(=O)C4CCC4)nnc23)n1 | 2.7 | i | 12.6% | i | i | -3.0% | 1.0%
CC(=O)Nc1ccc(S(=O)(=O)NCC2CCC(C(=O)NCCc3ccc(C)cc3)CC2)cc1 (stereo unspecified) | -10.8 | . | 9.4% | . | . | 0.8% | .
CC(C)C(=O)Nc1cc(-c2cccnc2)nn1-c1ccccc1 | -8.7 | i | 14.5%[87.6 µM] | 4.0%[138 µM] | i | 2.8%[87.6 µM] | .
CC(C)N1CC(C(=O)N2CCC(c3ccccc3)CC2)NC1=O (stereo unspecified) | -16.8 | -7.4%[88.5 µM] | -29.9%[87.6 µM] | -28.2%[138 µM] | -27.6%[172 µM] | -8.1%[12.5 µM] | .
NC(=O)Cc1c[nH]c2ncc(-c3ccccc3Oc3ccccc3)cc12 | -9.5 | -3.1%[88.5 µM] | ? | ? | ? | 13.0%[87.6 µM] | -21.0%[172 µM]
CCS(=O)(=O)N1C[C@@H]2CN(Cc3coc(C)n3)C[C@]2(C(=O)O)C1 | 0.5 | i | 36.7%[activator] | -14.4% | i | ? | -5.6%
CCN1CCN(CCNC(=O)c2cn3ccnc(-c4ccc(OC)cc4)c3n2)CC1 | 21.4 | -3.0% | 21.4% | -8.4% | -26.7% | -0.4% | -0.3%
O=C(O)[C@]12CCCN[C@@H]1CCN(Cc1cnc(-c3ccccn3)nc1)C2 | -2.0 | 0.2% | 0.1% | i | i | 5.4% | 4.1%

Bioassay records deposited in PubChem BioAssay by National Center for Advancing Translational Sciences (NCATS).
